Compound activity (PubChem)
Yeast growth inh = yeast BB579 growth reduction in restrictive medium. inhibition, % at 10 µM. 140,000 tested, 0.51% active. S. cerevisiae BB579 growth, OD615, 48 h;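 active = inhibition above a set limit, 3 SD over the mean compound inhibition, cut at about 44% in these data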; note: inactives centre near -24
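test system = yeast BB579 (DeaD) | buffer or medium = restrictive CSMM-D medium | doses = single compound dose of 10 µM, 0.25% DMSO final | times = 4 h preincubation and 48 h exposure at 30 °C | technique = culture absorbance at 615 nm | benchmarks = amphotericin B 10 µg/mL, positive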
Yeast life ext = extends the lifespan of yeast | S. cerevisiae growth with nicotinamide, OD615; deaD strain in restrictive glucose medium | AID 775 | 130,000 tested, 0.68% active | inhibition of the nicotinamide effect, % at 10 µM;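 active = inhibition above a set limit, placed 3 SD over the median of all compounds, cut at about 26% in these data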;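 note: 0% = nicotinamide-treated wells and 100% = cells grown without nicotinamide; some compounds called inactive have numbers as strong as hits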
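assay system = DeaD-strain S. cerevisiae | buffer or medium = restrictive glucose medium | reagent = 1.5 mM nicotinamide | compound = 10 µM single point, 0.25% DMSO | incubation = 48 h compound exposure at 30 °C, humidified | signal = OD615 measurement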
Measles CPE = protection of cells from measles virus; 140,000 tested, 1.5% active; protection (pct of control), % at 4 µM; Measles virus-infected cells, CPE protection, absorbance; in the data active = protection mostly above about 24%, no sharp cut-off; inactive = mostly below about 26%; note: some compounds called inactive have numbers as strong as hits
Phagocyt inh = blocks phagocytosis by macrophages. J774A.1 macrophage IgG-bead phagocytosis, imaging. inhibition, % at 5 µM. 110,000 tested, 0.07% active. AID 1029;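 active = inhibition above the mean of the plate negative controls plus 5 SD, cut at about 13% in these data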;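 note: phagocytic index as fraction of beads internalized from green versus red external bead signal; plate controls were DMSO negative control for no effect and cytochalasin-D positive control for full effect; some results beyond the cut were filed as inactive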
NPY-Y2 antag = antagonists of human neuropeptide Y receptor Y2; P49146; NPY-Y2 expressing cells, antagonist mode; inhibition, % at 2.7 µM; 140,000 tested, 0.99% active; in the data active = inhibition above about 17%;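 note: 0% = vehicle with agonist challenge and 100% = reference antagonist with challenge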
Target sequence (P49146 whole entry, looked up): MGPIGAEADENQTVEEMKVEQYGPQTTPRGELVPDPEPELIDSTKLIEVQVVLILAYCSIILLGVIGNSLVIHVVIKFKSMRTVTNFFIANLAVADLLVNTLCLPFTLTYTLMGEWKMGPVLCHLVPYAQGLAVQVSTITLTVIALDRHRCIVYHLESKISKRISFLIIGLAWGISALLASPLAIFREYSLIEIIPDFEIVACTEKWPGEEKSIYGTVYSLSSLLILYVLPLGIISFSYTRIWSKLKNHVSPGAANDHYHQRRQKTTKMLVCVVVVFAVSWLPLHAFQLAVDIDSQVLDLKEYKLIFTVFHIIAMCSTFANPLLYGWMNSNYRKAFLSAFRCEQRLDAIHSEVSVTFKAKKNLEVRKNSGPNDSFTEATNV
HCT116 PTEN-null = PTEN-deleted cell growth suppression; HCT116 PTEN-null viability, CellTiter-Glo, 60 h; active compounds read low; viability, % at 10 µM; 140,000 tested, 1.2% active; AID 827;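 active = viability at or below a set limit, 4 SD under the median of all tested compounds, cut at about 3.7% in these data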;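 note: PTEN knockout HCT116 line with beta catenin targeted HCT116 as companion control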
E-sel TNF inh = blocks E-selectin expression induced by TNF alpha | AID 1246 | 120,000 tested, 0.71% active | HUVEC TNFa-induced E-selectin immunofluorescence, high content | inhibition, % at 2 µM;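 active = inhibition above the batch mean plus 3 SD, and confirmed as a hit on visual image review, cut at about 43% in these data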;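 note: 0% = TNF-stimulated DMSO wells and 100% = unstimulated control wells; not every result past the cut was called active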
bCat KO growth = beta-catenin-lacking colon tumor cell growth suppression | HCT116 beta-catenin knockout viability, CellTiter-Glo, 60 h; active compounds read low | viability, % at 10 µM | 140,000 tested, 1.5% active;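 active = viability at or under a set limit, the compound median less 4 SD, cut at about 6% in these data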;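 note: 0% = Hyamine 1622 control at 20 µM and 100% = untreated cell control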
MRP-1 activ = activators of MRP-1; H69AR cells + doxorubicin, viability rescue, CellTiter-Glo; viability increase, % at 10 µM; 140,000 tested, 0.61% active;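 active = viability gain under doxorubicin at or above a set limit, the compound median plus 3 SD, cut at about 4.7% in these data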;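 note: MRP-1 overexpressing cells given doxorubicin 25 µM after compound pretreatment; 18-22 h compound pretreatment then 72 h with doxorubicin before readout; 0% = doxorubicin-only wells and 100% = vehicle-treated cells without doxorubicin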
GALR2 blocker = blocks the human galanin receptor 2; O43603; GALR2-expressing cells, antagonist mode; inhibition, % at 4 µM; 140,000 tested, 0.39% active; AID 828; in the data active = inhibition above about 27%;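 note: cells stimulated with galanin 1-16 at roughly its EC80; 0% = agonist challenge control and 100% = basal control without agonist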
Target sequence (O43603 whole entry, looked up): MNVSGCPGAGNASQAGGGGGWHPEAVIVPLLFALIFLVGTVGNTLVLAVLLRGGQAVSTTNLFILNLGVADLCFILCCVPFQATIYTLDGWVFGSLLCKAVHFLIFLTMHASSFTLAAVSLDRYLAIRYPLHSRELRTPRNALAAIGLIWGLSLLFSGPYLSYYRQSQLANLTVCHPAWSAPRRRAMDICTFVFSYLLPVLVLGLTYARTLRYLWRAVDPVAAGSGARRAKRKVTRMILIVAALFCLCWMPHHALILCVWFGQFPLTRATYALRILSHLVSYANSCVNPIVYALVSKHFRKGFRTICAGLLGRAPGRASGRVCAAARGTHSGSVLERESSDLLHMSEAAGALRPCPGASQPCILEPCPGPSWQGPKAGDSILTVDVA
The depositor's hits bear a star; · = no result given.

SMILES | Yeast growth inh | Yeast life ext | Measles CPE | Phagocyt inh | NPY-Y2 antag | HCT116 PTEN-null | E-sel TNF inh | bCat KO growth | MRP-1 activ | GALR2 blocker
CCN1C(=O)/C(=C2\SC(N3CCCCC3)=NC2=O)c2ccccc21 | -52 | -11 | 5 | · | -4 | 69 | -4 | 62 | -2.1 | -16
COc1cc(SC)ccc1C(=O)NCC1CCCO1 (stereo unspecified) | -3 | -16 | 5 | -1 | 1 | 96 | -19 | 100 | -0.1 | 0
Cc1ccc2c(c1)nnn2C1CCN(CC(=O)Nc2ccc3c(c2)OCCO3)CC1 | -8 | -4 | 4 | -2 | 2 | 79 | 0 | 69 | -1.9 | 6
Cc1cccc(C)c1NC(=O)c1ccc(-n2cnnn2)cc1 | -19 | -9 | 6 | 0 | 2 | 95 | -8 | 85 | -3.7 | 13
Clc1ccc(Sc2ccc(/C=N/n3cnnc3)o2)cc1 | 26 | -27 | 6 | -4 | 1 | 88 | -2 | 80 | -1.9 | -1
CC1(c2ccccc2)CC(C)(C)N2C(=O)C3(C(C#N)=C(N)Oc4cc(O)ccc43)c3cccc1c32 (stereo unspecified) | -42 | -19 | 18 | 0 | -2 | 1.5* | 10 | 1.4* | -5.3 | -14
CCOC(=O)CNC(=O)C(Cc1ccccc1)NS(=O)(=O)c1cccs1 (stereo unspecified) | 32 | -6 | 26 | -2 | -1 | 93 | · | 91 | -0.9 | 8
Cc1cc(C)nc(N2C(=O)CC(C(C)c3ccccc3)C2=O)n1 (stereo unspecified) | -34 | -4 | 5 | 0 | 2 | 97 | 0 | 96 | -0.5 | 4
C=CCn1c(CSc2nc3ccccc3s2)nnc1SCC(=O)NCc1cccnc1 | -34 | · | 6 | · | 2 | 96 | -19 | 94 | -1.0 | 6
CCS(=O)(=O)N1CCC(c2nc(-c3ccc(C(F)(F)F)cc3)no2)CC1 | -18 | -7 | 20 | 0 | 1 | 73 | · | 64 | 0.8 | -3
CC1CCCCN1C(=O)C1CC(c2ccc(F)cc2)=NO1 (stereo unspecified) | -32 | 13 | 4 | 3 | 1 | 100 | 38 | 88 | 2.4 | -4
O=C(N/N=C\c1cc(Br)c(Br)o1)c1cncc(Br)c1 | -40 | -1 | 8 | · | 2 | 82 | · | 81 | -3.8 | 5
CCOC(=O)c1c(/N=C/C2C(=O)CC(C)(C)CC2=O)sc(C)c1C | -8 | 1 | 31 | -4 | 4 | 95 | 13 | 94 | -3.3 | -1
O=[N+]([O-])c1cc(Cc2ccccc2)cc(C=Nc2ccc(N3CCOCC3)cc2)c1O | 100* | -10 | 14 | -2 | 13 | 87 | · | 94 | -2.4 | 4
Cn1nc(-c2ccccc2)c(COC(=O)c2cccc(Cl)c2)c1S(=O)(=O)c1ccccc1 | -19 | -10 | 14 | 2 | 1 | 71 | 2 | 85 | -2.3 | -4
Cn1cnnc1SCc1ccc(-c2ccc(Br)cc2)o1 | -39 | -26 | 10 | 1 | 0 | 58 | 1 | 65 | -2.6 | 5
CC(CN1CCCCC1)OC(=O)c1ccc(Cl)cc1Cl (stereo unspecified) | -49 | 2 | 6 | 0 | 4 | 103 | -7 | 106 | 0.3 | 0
O=C(c1ccco1)N1CCN(C(=O)c2ccccc2OC(=O)C23CC4CC(CC(C4)C2)C3)CC1 | -50 | -7 | 7 | -1 | 1 | 87 | -27 | 91 | -1.3 | -10
Cc1ccc(C)c(OC(=O)c2cncc(Br)c2)c1 | -43 | -6 | 7 | 2 | 2 | 91 | · | 102 | 0.9 | 7
CC1Cc2ccccc2N1S(=O)(=O)c1cccs1 (stereo unspecified) | -30 | -1 | 3 | -3 | 10 | 22 | · | 12 | -3.5 | -10
Cc1ccc(S(N)(=O)=O)cc1NC(=O)C1CC2CCC1C2 (stereo unspecified) | -11 | -12 | 6 | · | 2 | 96 | 4 | 95 | -0.3 | -13
Cc1cc(NC(=O)CSc2nnc(Nc3ccccc3)s2)no1 | -12 | -3 | 22 | -1 | -1 | 93 | -20 | 95 | -1.1 | -8
CCOC(=O)C(C)On1c(-c2cccc(Cl)c2)nc2ccc([N+](=O)[O-])cc21 (stereo unspecified) | -37 | -12 | 12 | -2 | 7 | 22 | -4 | 27 | -3.4 | 8
CC1CCCC(N2CCN(C(=O)c3cccc(F)c3)CC2)C1 (stereo unspecified) | -12 | -2 | 1 | -1 | -2 | 103 | 2 | 102 | -0.2 | 12
COCc1cc(C)nc(SCC(=O)Nc2cccc(C)c2C)c1C#N | -38 | -2 | 6 | -1 | -1 | 101 | 10 | 93 | -2.0 | 2
CC(C)c1ccc(S(=O)(=O)N2CCN(CC(=O)Nc3ccc4c(c3)OCO4)CC2)cc1 | -14 | -17 | 14 | -1 | 9 | 87 | -40 | 71 | -1.1 | 3
COc1cc(C(=O)N/N=c2/sc3ccccc3n2C)cc(OC)c1OC | -19 | 1 | 14 | -2 | 0 | 96 | 3 | 103 | -2.1 | 1
COc1ccc(CN2CCN(c3cccc(C)c3C)CC2)cc1OC | -41 | 4 | 13 | 1 | 5 | 55 | · | 56 | 0.0 | -6
C=CCn1c(SCc2nc3cc(C(=O)OC)ccc3c(=O)[nH]2)nc2sc(CC)cc2c1=O | -19 | 0 | 9 | 8 | 2 | 97 | 1 | 85 | -2.6 | -1
CCOC(=O)CCC(=O)NCc1ccc2c(c1)cc(C)n2C | -29 | -22 | 2 | · | 10 | 94 | · | 102 | -3.2 | 1
COc1cc(SC#N)ccc1N=Cc1c(C)[nH]n(-c2ccc(C)cc2)c1=O | -14 | 1 | 5 | -6 | 6 | 20 | -21 | 39 | -4.8 | 6
O=C(CCN1CCN(c2ccccc2)CC1)Nc1ccc(OCc2ccccc2)cc1 | -66 | -17 | 3 | 0 | 2 | 7 | -16 | 10 | -2.0 | 2
Cc1ccc(-n2nc(C(=O)O)nc2-c2ccccc2)cc1 | -52 | -9 | 16 | 0 | 6 | 94 | 44 | 96 | 0.4 | -17
O=C1OCC/C1=C\c1ccccc1O | 40 | -6 | 9 | 0 | 3 | 91 | -1 | 94 | -0.9 | -12
CCC(=O)c1ccc(OCC(O)CN(C)C2CCCCC2)cc1 (stereo unspecified) | -23 | -13 | 12 | · | 4 | 84 | -23 | 77 | -0.8 | 16
Clc1ccc(C2=NNC(=NCc3ccc4c(c3)OCO4)SC2)cc1 | 29 | -4 | 11 | -7 | 6 | 79 | -15 | 86 | -2.1 | -4
Cc1ccc(Nc2nnc(SCC3CCCCO3)s2)cc1 (stereo unspecified) | -33 | -5 | 11 | 2 | 2 | 89 | 5 | 91 | -3.6 | -21
O=C(CCN1CCCCCC1)Nc1cccc(Cl)c1 | -5 | -11 | 4 | -1 | 4 | 87 | -20 | 98 | -0.6 | -6
CCOC(=O)N1CCC(N2Cc3cccc(C(=O)NC(C)c4ccc5c(c4)OCCO5)c3C2=O)CC1 (stereo unspecified) | -9 | -3 | 6 | 0 | 1 | 83 | 1 | 87 | -5.3 | 6
COc1ccc(-c2cc(C(=O)N/N=C/c3ccc(OC)c(COCC(F)(F)C(F)F)c3)c3ccccc3n2)c(OC)c1 | -16 | 1 | 3 | -2 | -2 | 84 | 37 | 100 | -6.0 | -4
CCCOc1ccc(-c2cnc(N)s2)cc1 | -82 | -15 | 7 | 0 | 1 | 101 | 45 | 101 | -0.8 | -9
O=C(O)CCc1ccc(-c2ccc(F)cc2)n1CC(=O)O | -26 | -11 | 11 | 0 | 1 | 103 | 5 | 88 | -0.9 | -14
COC(=O)c1cc(CC(=O)c2ccc(O)cc2O)c(C)o1 | -44 | -20 | 29 | · | 5 | 99 | · | 99 | -2.1 | 6
COc1cc(C)c(S(=O)(=O)N2CCCC2)cc1C | 4 | 28 | 4 | 2 | 4 | 86 | · | 76 | -1.4 | -13
CCOC(=O)c1cn(-c2c(Cl)cccc2Cl)c2cc(Cl)c([N+](=O)[O-])cc2c1=O | -60 | 1 | 15 | -2 | 5 | 32 | 12 | 27 | -5.2 | 11

Gathered by group, the compounds so far containing a COOH group
SMILES | Yeast growth inh | Yeast life ext | Measles CPE | Phagocyt inh | NPY-Y2 antag | HCT116 PTEN-null | E-sel TNF inh | bCat KO growth | MRP-1 activ | GALR2 blocker
Cc1ccc(-n2nc(C(=O)O)nc2-c2ccccc2)cc1 | -52 | -9 | 16 | 0 | 6 | 94 | 44 | 96 | 0.4 | -17
O=C(O)CCc1ccc(-c2ccc(F)cc2)n1CC(=O)O | -26 | -11 | 11 | 0 | 1 | 103 | 5 | 88 | -0.9 | -14

Later entries
SMILES | Yeast growth inh | Yeast life ext | Measles CPE | Phagocyt inh | NPY-Y2 antag | HCT116 PTEN-null | E-sel TNF inh | bCat KO growth | MRP-1 activ | GALR2 blocker
Cc1cc(C)c(S(=O)(=O)N(CC(=O)NCc2cccnc2)C2CCCCC2)c(C)c1 | -35 | -3 | 11 | 2 | 3 | 93 | -11 | 93 | 0.5 | 1
CCn1cc(C(=O)N2CCN(c3cccc(Cl)c3)CC2)c2cc(OC)c(OC)cc2c1=O | -11 | -1 | 5 | -2 | -1 | 77 | 9 | 93 | -1.9 | 8
CCOC(=O)c1cnc(SC)nc1Oc1cccc(NS(=O)(=O)c2ccccc2)c1 | -14 | 3 | 20 | 2 | 1 | 80 | · | 89 | 0.1 | -7
CC1(C)Cc2ccccc2-c2nc(NCCCO)n(-c3ccccc3)c(=O)c21 | -38 | 0 | 10 | -2 | 0 | 97 | 18 | 91 | -3.0 | 1
O=C(NCCc1ccccc1)C(=O)NCc1ccncc1 | -45 | 4 | 3 | -1 | 1 | 96 | 18 | 96 | 1.3 | 6
Fc1ccccc1CNC(=S)Nc1cccc(C(F)(F)F)c1 | -24 | -4 | 14 | · | 1 | 75 | · | 85 | -4.6 | 0
CN(C)c1ccc(N=Nc2ccccc2C(=O)OCC(=O)NCC2CCCCC2)cc1 | -27 | 15 | 5 | · | -5 | 71 | · | 76 | -4.8 | -4
COc1ccccc1N1CCN(Cc2nc(N)nc(Nc3ccccc3)n2)CC1 | -26 | -8 | 6 | -1 | -1 | 76 | -3 | 73 | -2.2 | -1
Cc1[nH]n(-c2cccc(Cl)c2)c(=O)c1-c1ccccc1 | -28 | 1 | 4 | · | 2 | 81 | -7 | 90 | 0.2 | -17
O=C(NC1CC1)c1ccc2c(c1)C1C3CCC(C3)C1C(c1ccccc1)N2 (stereo unspecified) | -13 | 18 | 11 | -2 | -2 | 70 | · | 81 | -3.5 | -3
O=C(Nc1c(-c2ccccc2)nc2ncccn12)c1cc2ccccc2oc1=O | -36 | -2 | 5 | · | 0 | 97 | -2 | 98 | -2.9 | 9
Cc1nnc(SCCn2c(N3CC(C)CC(C)C3)nc3c2c(=O)[nH]c(=O)n3C)s1 (stereo unspecified) | -5 | -12 | 3 | -1 | -1 | 90 | · | 95 | -2.4 | -8
COc1ccc(-c2nn(-c3ccccc3)cc2/C=C(\C#N)S(=O)(=O)c2ccccc2)cc1OC | -25 | 0 | 5 | · | 5 | 22 | · | 20 | -3.3 | 13
CCOC(=O)C1CCN(C(=O)N(C)C)CC1 | -33 | -9 | 14 | · | 0 | 101 | -1 | 107 | 0.4 | 4
